# STAT1 activator = STAT1 signaling activation. NIH 3T3 STAT1-luciferase reporter, IFN-gamma, luminescence; 100% = IFN-gamma alone, no compound. activation (% of control), % at 5.5 µM. 200,000 tested, 2.6% active;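 active = activation above the screen-wide mean activation plus 3 SD, cut at about 130% in these data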;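 note: raw ratio to IFN-gamma control signal so 100% means no change and 0% no light; values of inactives mirror those of a sister screen read the other way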
# TLR4 MyD88 comp = blocks binding of human TLR4 to MyD88. 200,000 tested, 0.18% active. HeLa CL3-4 TLR4/MyD88 BLA complementation, FRET ratio. inhibition, % at 8.4 µM; in the data active = inhibition above about 25%;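 note: 0% = vehicle and 100% = reference inhibitor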
# Target sequence (O00206 whole entry, looked up): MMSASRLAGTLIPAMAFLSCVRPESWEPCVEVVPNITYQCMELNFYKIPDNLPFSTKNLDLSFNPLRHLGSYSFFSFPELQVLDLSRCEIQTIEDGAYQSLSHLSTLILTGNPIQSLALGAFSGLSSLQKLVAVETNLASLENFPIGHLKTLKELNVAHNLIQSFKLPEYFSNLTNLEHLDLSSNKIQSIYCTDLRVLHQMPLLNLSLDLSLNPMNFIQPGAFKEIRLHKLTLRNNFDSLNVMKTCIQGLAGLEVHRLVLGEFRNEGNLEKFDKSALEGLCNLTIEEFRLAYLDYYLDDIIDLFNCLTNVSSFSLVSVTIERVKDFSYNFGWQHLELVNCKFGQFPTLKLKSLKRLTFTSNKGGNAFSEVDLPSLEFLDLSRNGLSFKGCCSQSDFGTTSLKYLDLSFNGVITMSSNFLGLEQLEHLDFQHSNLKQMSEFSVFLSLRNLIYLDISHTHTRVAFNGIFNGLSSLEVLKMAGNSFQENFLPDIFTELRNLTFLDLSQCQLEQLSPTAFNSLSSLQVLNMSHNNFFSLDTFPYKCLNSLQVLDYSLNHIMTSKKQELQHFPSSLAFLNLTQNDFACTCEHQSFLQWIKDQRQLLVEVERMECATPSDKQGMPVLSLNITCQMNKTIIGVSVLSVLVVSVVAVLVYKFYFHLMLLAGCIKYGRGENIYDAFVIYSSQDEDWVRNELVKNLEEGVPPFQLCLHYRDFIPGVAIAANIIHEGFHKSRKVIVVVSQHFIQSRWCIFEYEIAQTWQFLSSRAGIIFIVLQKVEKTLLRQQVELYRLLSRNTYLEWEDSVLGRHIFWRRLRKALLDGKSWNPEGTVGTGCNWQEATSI
# Target sequence (Q99836 whole entry, looked up): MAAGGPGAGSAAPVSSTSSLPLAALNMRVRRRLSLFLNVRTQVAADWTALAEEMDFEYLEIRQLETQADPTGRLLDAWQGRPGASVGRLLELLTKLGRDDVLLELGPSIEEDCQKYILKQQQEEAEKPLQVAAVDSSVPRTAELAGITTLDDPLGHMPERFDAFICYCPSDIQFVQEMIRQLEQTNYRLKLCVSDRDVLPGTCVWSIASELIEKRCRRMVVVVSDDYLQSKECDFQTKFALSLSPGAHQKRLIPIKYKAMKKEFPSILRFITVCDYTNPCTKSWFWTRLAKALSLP
# APP 5'UTR act = APP 5'UTR luciferase reporter activation; SH-SY5Y APP 5'UTR luciferase reporter, luminescence; zero percent = DMSO vehicle wells; activation, % at 2 µM; 190,000 tested, 1% active; AID 1276;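 active = activation above a set limit, based on mean plus 3 SD of controls, cut at about 140% in these data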; note: values of inactives mirror those of a sister screen read the other way
# DTT redox prof = compounds producing H2O2 with reducing agent – biochemical, NIH compound library profiling, artefact control for MLSCN library redox annotation, primary screen. DTT-dependent redox cycling H2O2, phenol red/HRP absorbance; 100% = 100 µM peroxide control, 0% = buffer. activation, % at 10 µM. 200,000 tested, 0.03% active. AID 878;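 active = activation of at least 50% relative to the plate's high and low controls in the primary single-dose screen; inactive = activation below 50%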;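 note: compound incubated with DTT at 0.8 mM final as the reducing agent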
# HMGR II inh = inhibitors of class II HMG-CoA reductase from Enterococcus faecalis; purified E. faecalis HMGR, NADPH absorbance 340 nm kinetic; inhibition, % at 10 µM; 190,000 tested, 0.41% active; AID 1066;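 active = inhibition above a set limit, the median over all tested compounds plus 3 SD, cut at about 9.5% in these data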;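 note: enzyme runs in reverse so mevalonate oxidation gives rising NADPH absorbance; 0% = complete reaction with DMSO and 100% = background rate lacking mevalonate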
# NF-kB expr up = compounds increasing NF-kB expression in human neuronal cells; NF-kB reporter expression; active compounds read high; fold change at 12.5 µM; 190,000 tested, 1.6% active; in the data active = fold change above about 3.3
# STAT3 blocker = inhibitors of IL-6 induced STAT3 signaling | 190,000 tested, 0.89% active | inhibition, % at 5.5 µM | U3A cells, IL-6 STAT3-luciferase reporter, luminescence; host cell line lacks STAT1;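 active = inhibition above the mean inhibition across all screened compounds plus 3 SD, cut at about 44% in these data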;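 note: 0% = DMSO only wells and 100% = 100 µM nifuroxazide control wells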
# STAT1 blocker = STAT1 signaling inhibition | inhibition, % at 5.5 µM | NIH 3T3 STAT1-luciferase reporter, IFN-gamma, luminescence | AID 920 | 200,000 tested, 0.35% active;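 active = inhibition above a set limit, the mean inhibition across all tested compounds plus 3 SD, cut at about 34% in these data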;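 note: 0% = IFN-gamma with DMSO and 100% = IFN-gamma with 300 µM nifuroxazide; values of inactives mirror those of a sister screen read the other way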
# Hsp70 activator = transcriptional activators of Hsp70. 200,000 tested, 0.04% active. activation, % at 10 µM. HeLa Hsp70 promoter luciferase reporter, luminescence; scaled: vehicle 0, proteasome-inhibitor control 100%;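 active = activation above the mean across all tested compounds plus 3 SD, cutoff set per campaign, cut at about 5.5% in these data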;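 note: 100% = MG132 at 30 µM as the positive control and 0% = DMSO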
# STAT3 act = increases IL-6 driven STAT3 reporter signal. U3A cells, IL-6 STAT3-luciferase reporter, luminescence; 100% = signal with IL-6 EC80 alone. activation (% of control), % at 5.6 µM. 190,000 tested, 0.91% active;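 active = activation above the screen-wide mean of compound activation plus 3 SD, cut at about 130% in these data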;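 note: 0% = background luminescence of wells with medium and substrate only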
#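 Assay system – human STAT1-deficient U3A cells with stable STAT3-luciferase reporter · Also added – IL-6 (33 ng/mL) · Schedule – compound 1 h, then IL-6 6 h at 37 °C · Technique – reporter luminescence signal · Evaluation – % activation versus median of IL-6-stimulated wells · Benchmarks – IL-6-only wells as 100% reference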
# Numbers without * were called inactive; · = no result given. An unsorted share of the library, and some 5.6% of all compounds hit somewhere here.
SMILES,STAT1 activator,TLR4 MyD88 comp,APP 5'UTR act,DTT redox prof,HMGR II inh,NF-kB expr up,STAT3 blocker,STAT1 blocker,Hsp70 activator,STAT3 act
FC(F)(F)c1cc(C(F)(F)F)c2ccc(N3CCN(c4ncccn4)CC3)nc2n1,100,1,-3,-3.6,0,1.1,9,0,0.4,93
CCC(=O)Nc1cc(C)c(NC(=O)c2ccccc2OC)cn1,112,2,0,0.1,0,1.6,16,-13,0.4,89
O=C(NCc1ccco1)C1CCC(CNS(=O)(=O)c2cccc3cccnc23)CC1 (stereo not drawn),108,-2,7,-0.5,-7,1.2,10,-9,-0.3,99
Cc1nc2ccc(S(=O)(=O)c3ccc4nc(C)[nH]c4c3)cc2[nH]1,104,7,23,2.6,0,1.2,4,-4,-0.3,106
CCC(=O)N1CCN(c2ccc(NC(=O)c3ccc(-c4ccccc4)cc3)cc2)CC1,94,5,-1,0.3,-4,1.2,13,5,-0.4,90
CN1CCN(C(=O)/C(=C/c2cccs2)NC(=O)c2cccs2)CC1,99,2,2,0.2,0,0.9,2,1,0.1,99
N#Cc1nc(COc2ccc(Br)cc2)oc1N1CCN(Cc2ccccc2)CC1,99,-7,7,0.2,-1,0.35,6,1,-0.3,102
CC(C)C(CCN1C(=O)CCC1=O)C1CCOC(C)(C)C1 (stereo not drawn),99,-2,11,2.8,-13,1.2,-6,1,-0.2,109
COc1ccc(NC(=O)c2ccc3ccccc3n2)cc1S(=O)(=O)Nc1ccccc1Cl,96,-8,-13,-0.2,-3,0.48,18,5,0.1,85
CC(=O)Nc1ccc(N2CCOCC2)c(C(=O)Nc2cccc(C)c2)c1,100,16,-30,-0.7,-5,0.99,-4,-3,-0.3,106
COC(=O)COc1ccc(=O)n(-c2ccccc2)n1,99,2,11,0.3,-5,1.1,0,1,-0.4,107
CCOC(=O)c1cnc2nc(Cc3ccccc3)[nH]n2c1=O,98,-14,-4,-0.6,-2,0.98,6,1,-0.1,100
CSCCC(NC(=O)C1CC1)c1nc2ccccc2[nH]1 (stereo not drawn),101,-3,23,1.5,-10,1.6,2,-1,-0.2,102
COCCNC(=S)N1CCC(C(=O)c2ccc3c(c2)OCCO3)CC1,110,-4,38,-0.2,1,1.3,13,-13,0.3,96
CC(C)c1ccc(OCC(=O)NCCO)cc1,105,-3,15,-0.4,-4,1.1,13,-5,0.0,90
CCN(CC(=O)O)S(=O)(=O)c1cc(Cl)ccc1Cl,101,-8,3,-0.3,-1,1,7,-1,-0.3,96
O=C(Nc1cccc(S(=O)(=O)C(F)F)c1)c1ccc(S(=O)(=O)N2CCCC2)cc1,92,-8,7,-1.8,-6,0.55,16,7,-0.3,94
O=C(NCc1ccccc1)c1cccnc1N1CCOCC1,102,-4,11,0.7,-1,0.97,-1,-2,-0.3,103
COc1cccc(C(C(=O)NC2CCCC2)N(C(=O)c2ccco2)C2CC2)c1OC (stereo not drawn),92,-5,4,2.2,3,0.86,-18,8,-0.2,119
CSc1nc(N2CCOCC2)cc(N2CCOCC2)n1,102,-2,-17,-0.2,-2,1.4,1,-3,-0.1,106
Cc1[nH]c2ccccc2c1C(=O)CSc1ccc(Cl)cc1,120,-1,46,1.1,-2,·,11,-24,-0.2,95
COC(=O)C1CCN(C(=O)COC(=O)Cc2c[nH]c3ccccc23)CC1,95,19,-5,-0.3,-2,0.99,-40,6,-0.2,140*
Cc1ccc(-c2noc(CN3CCN(Cc4ccccc4)CC3)n2)cc1,110,-19,-11,0.2,-6,0.83,-7,-11,-0.4,108
CN(C)c1ccc(P(=O)(Nc2cccc(C(F)(F)F)c2)N2CCOCC2)c(NC(=O)c2cccs2)c1 (stereo not drawn),103,-9,-13,-0.1,3,1.1,-51,-3,-0.2,140*
CCOC(=O)C(=O)Nc1cc(C)on1,92,-7,34,-0.3,2,1.2,10,7,-0.4,93
COc1cc2c(cc1OC)C(c1ccncc1)CC(=O)N2 (stereo not drawn),101,-3,-10,1.3,-2,1,-8,-1,-0.2,107
Cc1nn(-c2ccccc2)c(Cl)c1/C=N/NC(=O)c1ccc(NS(=O)(=O)c2cccs2)cc1,137*,7,37,0.5,9.6*,2.2,-11,-44,-0.1,113
C=CCn1c(CNC(=O)c2ccco2)nnc1SCC(=O)c1ccccc1,114,4,-10,-0.6,-3,0.95,4,-16,-0.1,103
CN(C)C(=S)SCC(=O)NC(=O)NC(C)(C)C,99,7,5,0.3,-3,1.5,10,0,-0.3,98
CC(C)NC(=O)COC(=O)c1cncc(Br)c1,96,-6,-3,0.2,1,1,-5,4,0.0,109
CCn1nccc1C(=O)NC1=C(C#N)CCC1,106,-6,-1,2.6,-5,1.5,6,-7,-0.3,98
CC(C)(C)SCCNC(=O)COc1ccc(Cl)cc1,93,-1,18,2.9,-3,1.2,-4,8,-0.1,107
COc1cc(CC(=O)O)c(C(C)=O)cc1OC,107,-3,0,1.9,-7,1,9,-7,-0.5,100
Cc1cc(C)n(-c2nc3ccccc3nc2N2CCN(S(=O)(=O)c3ccc(F)c(C)c3)CC2)n1,100,-10,4,-1.8,-3,1.2,0,0,0.0,105
CC(C)CC(CC(C)C)=NNC(=O)c1ccc(CSc2nncn2C)cc1,100,6,13,2.3,1,1.3,-2,-1,-0.2,103
Cc1c(/C=N/n2cnnc2)c2ccccc2n1CCOc1ccc(Cl)cc1,101,11,-1,-0.3,-4,1,-1,-1,-0.3,107

# An excerpt from above, reduced to HMGR II inh:
smiles,HMGR II inh
C=CCn1c(CNC(=O)c2ccco2)nnc1SCC(=O)c1ccccc1,-3
CN(C)C(=S)SCC(=O)NC(=O)NC(C)(C)C,-3

# Further compounds
SMILES,STAT1 activator,TLR4 MyD88 comp,APP 5'UTR act,DTT redox prof,HMGR II inh,NF-kB expr up,STAT3 blocker,STAT1 blocker,Hsp70 activator,STAT3 act
COc1cc2c(cc1O)CCN(C(=O)c1ccco1)C2C (stereo not drawn),101,2,-8,0.0,2,1.2,0,-1,-0.2,106
COc1ccc(S(=O)(=O)n2nc(OC(C)=O)cc2N)cc1,99,-22,19,-0.8,-5,1.1,·,3,-0.1,·
CCN(CC)S(=O)(=O)c1ccc(-c2nnc(SCc3nnc(-c4ccccc4)o3)o2)cc1,96,-16,-8,-2.2,-4,1.5,-10,5,0.0,113
Cn1c(SCC(=O)N2CCN(c3ccccc3)CC2)nnc1-c1ccccc1,100,-7,5,4.1,0,0.98,5,0,-0.1,99
CCN(C(=O)COC(=O)c1cc([N+](=O)[O-])ccc1N1CCCCC1)C1CCS(=O)(=O)C1 (stereo not drawn),103,-3,1,-1.1,6,0.97,2,-3,0.0,100
O=S(=O)(c1cccc2cccnc12)N(CCO)CCO,103,9,9,-0.6,1,1.1,-2,-3,-0.2,109
C=CCn1nnnc1SCC(=O)Nc1cccc(OC)c1,102,-2,-9,-3.0,-5,1.7,9,-1,-0.3,98
CC(=O)c1cccc(NC(=O)C2CCCN(S(=O)(=O)c3cccc4cccnc34)C2)c1 (stereo not drawn),102,-3,22,-1.6,2,0.5,13,-3,0.0,96
O=[N+]([O-])c1cc(S(=O)(=O)C(F)(F)F)ccc1N1CCN(c2ccccc2)CC1,99,3,0,1.6,-2,0.94,-6,1,-0.3,103
CCOc1ccc(NC(=O)[C@@H](NC(=O)c2ccccc2Br)C(C)C)cc1,100,-1,4,0.2,0,1.4,10,0,-0.2,96
CC(C)OC(=O)Cn1nc(C(F)(F)F)c2c1CCCC2,96,0,-5,-0.4,1,1.2,9,2,-0.2,95
CCN=C1S/C(=C\c2cn(CC)c3ccccc23)C(=O)N1CC,82,-11,15,-0.5,5,0.81,-11,20,-0.3,113
COc1ccccc1N(C)S(=O)(=O)c1ccc(C(=O)N(CC(N)=O)C(C)C)cc1,98,0,6,0.0,-2,0.94,11,2,0.2,91
O=C(NC1CC1)c1sc2cc([N+](=O)[O-])ccc2c1Cl,105,0,-17,-0.6,-1,1.1,12,-3,-0.2,88
Cc1ccccc1OCC(=O)OCC(=O)NCC1CCCO1 (stereo not drawn),96,-2,-35,-2.0,4,1.1,2,4,-0.1,101
CCCN(CCC)CCNC(=S)Nc1ccc2nc3n(c(=O)c2c1)CCCCC3,91,-1,18,-0.2,-1,0.95,6,8,-0.4,98
Cc1ccc2c(c1)cc(CN(Cc1cccnc1)C(=O)NCc1ccccc1)c1nnnn12,99,20,-5,1.6,-2,0.84,2,1,-0.1,102
c1ccc(-c2nc(CSc3n[nH]c(-c4cccs4)n3)cs2)cc1,101,8,0,-4.2,-1,1.2,-18,-1,-0.1,117
COC(=O)c1c(C)[nH]c(C)c1-c1ccc([N+](=O)[O-])cc1,103,-1,12,8.1,-5,0.9,14,-5,0.0,91
COc1ccccc1C(=O)Nc1ccc(S(=O)(=O)N2CCOCC2)cc1,97,-20,-3,2.3,-4,1,29,3,-0.4,80
Cc1csc(Sc2ccc([N+](=O)[O-])cc2C(=O)OCC(=O)NC2CCCC(C)C2C)n1 (stereo not drawn),96,19,-5,-3.9,-8,1.4,0,4,0.1,102
CCCn1nc(C(=O)OCC(=O)NC(C)c2ccccc2)c2ccccc2c1=O (stereo not drawn),95,-5,-7,9.8,5,1,-13,3,-0.3,111

# Structures above that have two or more sulfur atoms:
SMILES,STAT1 activator,TLR4 MyD88 comp,APP 5'UTR act,DTT redox prof,HMGR II inh,NF-kB expr up,STAT3 blocker,STAT1 blocker,Hsp70 activator,STAT3 act
CN1CCN(C(=O)/C(=C/c2cccs2)NC(=O)c2cccs2)CC1,99,2,2,0.2,0,0.9,2,1,0.1,99
O=C(Nc1cccc(S(=O)(=O)C(F)F)c1)c1ccc(S(=O)(=O)N2CCCC2)cc1,92,-8,7,-1.8,-6,0.55,16,7,-0.3,94
Cc1nn(-c2ccccc2)c(Cl)c1/C=N/NC(=O)c1ccc(NS(=O)(=O)c2cccs2)cc1,137*,7,37,0.5,9.6*,2.2,-11,-44,-0.1,113
CN(C)C(=S)SCC(=O)NC(=O)NC(C)(C)C,99,7,5,0.3,-3,1.5,10,0,-0.3,98
CCN(CC)S(=O)(=O)c1ccc(-c2nnc(SCc3nnc(-c4ccccc4)o3)o2)cc1,96,-16,-8,-2.2,-4,1.5,-10,5,0.0,113
c1ccc(-c2nc(CSc3n[nH]c(-c4cccs4)n3)cs2)cc1,101,8,0,-4.2,-1,1.2,-18,-1,-0.1,117
Cc1csc(Sc2ccc([N+](=O)[O-])cc2C(=O)OCC(=O)NC2CCCC(C)C2C)n1 (stereo not drawn),96,19,-5,-3.9,-8,1.4,0,4,0.1,102

# Screens from PubChem.
